aSyn 5UTR inh – MLPCN primary screen, SNCA 5' untranslated region | alpha-synuclein 5'UTR reporter, inhibitor activity | inhibition, % (tested at 7.5 µM) | 300,000 tested, 0.82% active; in the data active = inhibition above about 60%; inconclusive = no clear call, values can overlap the other calls;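 note: H4 neuroglioblastoma cells stably carrying SNCA 5'UTR luciferase fusion; 0% = DMSO wells and 100% = positive control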
MrgX1 antag – blocks BAM8-22 activation of human MrgX1 receptor | 310,000 tested, 1.3% active | B-score at 10 µM | MRGX1-HEK293 calcium flux, Fluo-4, BAM8-22 antagonism; active compounds read low | Q96LB2 | AID 588676;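 active = calcium-response B-score plate-corrected more than 3 library SD below zero, starting fluorescence within 5 deviations, no agonist response on first addition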;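 note: peak minus trough fluorescence over baseline after final BAM8-22 challenge near maximal dose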
IEC-6 cytotox – kills IEC-6 intestinal cells in KLF5 counter-screen; IEC-6 cytotoxicity, luminescence viability; inhibition, % at 5 µM; 290,000 tested, 0.78% active; AID 1825; in the data active = inhibition above about 22%;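 note: 0% = plate median of test compound wells and 100% = cytotoxic reference compound wells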
TRPC6 inhibitor – mouse TRPC6 channel inhibition; HEK293-TRPC6, membrane potential dye, ACh-evoked depolarization; active compounds read low; 310,000 tested, 1.1% active; B-score at 10 µM; Q61143;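 active = B-score under library mean minus 3 SD, initial fluorescence not abnormally high, positive integrated signal ratio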;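 note: B-score derived from integrated fluorescence ratio over the kinetic read; more negative B-score means stronger inhibition of depolarization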
Target sequence (Q61143 whole entry, looked up): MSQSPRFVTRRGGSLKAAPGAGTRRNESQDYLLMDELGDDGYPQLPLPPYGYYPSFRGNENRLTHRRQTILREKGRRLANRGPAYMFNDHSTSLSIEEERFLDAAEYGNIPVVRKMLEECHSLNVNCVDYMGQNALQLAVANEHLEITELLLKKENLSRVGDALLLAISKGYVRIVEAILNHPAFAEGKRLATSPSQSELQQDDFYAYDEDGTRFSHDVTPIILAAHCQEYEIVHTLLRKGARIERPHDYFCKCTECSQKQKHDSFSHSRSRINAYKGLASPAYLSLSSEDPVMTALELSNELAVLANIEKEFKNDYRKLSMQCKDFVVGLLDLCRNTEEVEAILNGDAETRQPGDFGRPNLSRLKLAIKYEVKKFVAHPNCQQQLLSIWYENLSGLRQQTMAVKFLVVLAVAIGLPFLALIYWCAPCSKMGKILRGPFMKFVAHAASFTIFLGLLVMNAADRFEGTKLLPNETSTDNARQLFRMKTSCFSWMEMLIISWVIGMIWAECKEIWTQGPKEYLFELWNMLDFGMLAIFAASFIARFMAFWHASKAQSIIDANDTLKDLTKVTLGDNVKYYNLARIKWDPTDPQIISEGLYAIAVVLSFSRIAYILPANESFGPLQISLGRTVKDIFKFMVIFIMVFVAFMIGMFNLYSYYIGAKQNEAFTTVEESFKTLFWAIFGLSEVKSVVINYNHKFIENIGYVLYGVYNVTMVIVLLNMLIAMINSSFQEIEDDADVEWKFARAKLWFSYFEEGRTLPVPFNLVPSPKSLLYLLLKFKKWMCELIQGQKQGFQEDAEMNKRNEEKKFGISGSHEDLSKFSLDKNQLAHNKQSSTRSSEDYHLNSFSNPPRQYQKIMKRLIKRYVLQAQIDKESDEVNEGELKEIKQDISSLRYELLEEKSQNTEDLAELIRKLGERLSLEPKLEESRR
TRPC4 inh – inhibitors of mouse TRPC4 channel; HEK293 TRPC4beta/mu-opioid, DAMGO-evoked Fluo4 calcium flux; active compounds read low; B-score at 10 µM; 300,000 tested, 0.39% active;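 active = B-score over 3 SD under the library average, no early fluorescence shift, positive overall ratio signal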
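Assay system – HEK293 line stably carrying TRPC4beta and mu-opioid receptor · Doses – single dose · Detection – Fluo4 calcium-dye fluorescence, kinetic read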
TRPC6 activator – activators of mouse TRPC6 channel; AID 2550; Q61143; B-score at 10 µM; 310,000 tested, 0.13% active; HEK293-TRPC6 membrane potential dye fluorescence; active compounds read high;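 active = B-score of the integrated fluorescence ratio above library mean plus 3 SD, and starting fluorescence ratio within library mean plus 5 SD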;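 note: higher score means more depolarization so channel activation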
TRPC4 act – activators of mouse TRPC4 channel; HEK293 TRPC4beta/mu-opioid, Fluo4 calcium fluorescence; active compounds read high; B-score at 10 µM; 310,000 tested, 0.49% active;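 active = B-score above 5 SD of library B-scores, and initial fluorescence ratio not above library mean plus 5 SD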;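 note: positive B-score marks a calcium rise read as TRPC4 activation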
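Test system: HEK293 cells stably co-expressing mouse TRPC4beta and mu-opioid receptor | Schedule: Fluo4 dye loading 45 min at room temperature, 110 s recording | Measured by: Kinetic Fluo4 calcium fluorescence, 5 s baseline at 1 Hz | Evaluation: B score of integrated ratio | Controls: Buffer (low) and maximal DAMGO (high)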
SKKanGAS inh – blocks kanamycin growth of S. pyogenes SKKanGAS strain | inhibition, % at 7.5 µM | AID 1662 | BacTiter-Glo, 6 h | 300,000 tested, 1.3% active;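 active = mean replicate score, as percent of positive control median, at least 50; inconclusive = mean below 50 but one replicate at or above 50; inactive = mean and every replicate below 50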;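 note: strain carries kanamycin resistance gene driven by streptokinase promoter and grows in 40 µg/ml kanamycin; loss of luminescence reflects streptokinase promoter inhibition or plain growth inhibition; 0% = median of DMSO wells and 100% = positive control at its reference dose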
TRPC4 PAM – allosteric potentiators of mouse TRPC4 channel; Q9QUQ5; HEK293 TRPC4beta/mu-opioid, DAMGO EC20, Fluo-4 Ca2+ flux; active compounds read high; B-score at 10 µM; 310,000 tested, 0.42% active;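 active = B-score of calcium response area above 5 SD of library B-scores, with initial fluorescence ratio within 5 SD of library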;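 note: B-score of integrated fluorescence ratio over time as area under calcium response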
HIF activator – HIF pathway transcriptional activation. U2OS HRE-luciferase reporter, luminescence; normalized: DMSO 0%, desferrioxamine 100%. activation, % at 7.5 µM (by protocol). 300,000 tested, 0.32% active. AID 1910;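 active = mean activation of at least 10% of the iron chelator positive control signal, with at least half of replicates also reaching 10%; inconclusive = mean and replicate majority disagree about reaching 10%; inactive = mean and most replicates under 10%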
KLF5 inhibitor – suppresses KLF5 promoter-driven expression | inhibition, % at 5 µM | 290,000 tested, 0.23% active | DLD-1 KLF5 promoter-luciferase reporter, luminescence;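 active = inhibition above a per-plate limit of that plate's mean compound inhibition plus 3 SD, cut at about 60% in these data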;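 note: 0% = DMSO wells and 100% = LY294002 at 200 µM; higher means less KLF5 promoter-driven luciferase light; inactives centre near -14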
Starred values were filed as active, the others as inactive; i = inactive; ? = inconclusive; nt = not tested or not shown.

cpd	structure	aSyn 5UTR inh	MrgX1 antag	IEC-6 cytotox	TRPC6 inhibitor	TRPC4 inh	TRPC6 activator	TRPC4 act	SKKanGAS inh	TRPC4 PAM	HIF activator	KLF5 inhibitor
1	CCc1nn(-c2ccccc2)c(N)c1-c1ccc(OC)c(OC)c1	12	i	-3	i	i	i	i	-1	i	0.5	-24
2	CC(=O)N(c1ccc2oc(=O)sc2c1)S(=O)(=O)c1ccc(C)cc1	-17	i	-3	i	i	i	i	-2	i	0.3	-14
3	CN(C)S(=O)(=O)c1ccc(Cl)c(NC(=O)CSc2nc3c(cc2C#N)C(=O)CC(C)(C)C3)c1	6	i	-2	i	i	i	i	3	i	-1.1	-27
4	O=c1[nH]c2c(s1)C(c1ccc(O)cc1)C1C3CCC(C3)C1S2 (stereo not drawn)	2	i	2	i	i	i	i	4	i	-0.1	-19
5	O=C1C(=O)N(CCS(=O)(=O)c2ccccc2)c2ccc(Cl)cc21	-27	i	40*	i	i	i	i	3	i	-0.1	-15
6	CCc1nnc(NC(=O)c2ccc(-c3ccccc3Cl)o2)s1	-160	i	3	i	i	i	i	-9	i	1.3	-63
7	Cc1ccnc(NC(=O)Nc2ccc(Br)cc2Cl)c1	-28	i	-3	i	i	i	i	-9	i	0.8	-34
8	Cc1nn(CC(=O)Nc2ccccc2C(F)(F)F)c(=O)c2cccn12	-10	i	-4	i	i	i	i	-9	i	0.3	2
9	CCOc1ccc(NC(=O)C2C(C(=O)O)C3(Cl)C(Cl)=C(Cl)C2(Cl)C3(Cl)Cl)cc1 (stereo not drawn)	-28	i	-7	i	i	13*	i	13	i	-0.2	-24
10	COc1ccc2[nH]c(O)c(N=NC(=O)Cc3cccs3)c2c1	-45	i	-1	i	i	i	i	2	i	2.0	-16
11	COc1ccc(Cl)cc1NC(=O)CSc1ncnc2c1oc1ccccc12	4	i	4	i	i	i	i	-3	i	-0.1	-10
12	NC(N)=NC1=NC(=O)C(Cc2ccccc2Cl)S1 (stereo not drawn)	-8	i	-1	i	i	i	i	-2	i	0.9	-8
13	CC(C)(C)NC(=O)Cn1cc(C#N)c2cc(Br)ccc21	8	i	0	i	i	i	i	2	i	0.1	-10
14	CC(=O)N1CCC(C(=O)c2ccc(Cl)cc2)CC1	12	i	1	i	i	i	i	18	i	-47	1
15	CC(Sc1nc(-c2ccco2)nc2c1c(=O)n(C)c(=O)n2C)C(=O)O (stereo not drawn)	9	i	-3	i	i	i	i	8	i	-0.6	3
16	COc1cc(OC)cc(-c2cc3nc(C)cc(N4CCN(C(=O)c5ccco5)CC4)n3n2)c1	-70	i	3	i	i	i	i	34	i	0.2	-31
17	CCN(CC)CCCNC(=S)N1CCN(c2nc(-c3ccccc3)cs2)CC1	-9	i	1	i	i	i	i	0	i	-0.1	-56
18	CCOC(=O)C1CCN(C(=O)CCc2nc3sc4c(c3c(=O)[nH]2)CCCC4)CC1	3	i	nt	i	i	i	i	-2	i	-0.1	nt
19	O=C(c1ccncc1)c1ccc(Br)cc1	13	i	0	i	i	i	i	1	i	-0.4	-41
20	COc1cc(NC(=O)c2cccs2)c(OC)cc1NC(=O)c1cccs1	14	i	-2	i	i	i	i	4	i	-0.2	-36
21	COC(=O)C1CCN(C(=O)COC(=O)c2n[nH]c3ccccc23)CC1	-38	i	-1	i	i	i	i	-1	i	0.2	25
22	CCOc1ccc(CCNC(=O)COC(=O)CNS(=O)(=O)c2ccc(NC(C)=O)cc2)cc1OCC	20	i	nt	i	i	i	i	6	i	-0.8	nt
23	Cc1ccc(NC(=O)CNc2cccc(S(=O)(=O)N3CCCCC3)c2)cc1F	-1	i	nt	i	i	i	i	-5	i	0.3	nt
24	CCn1cc([N+](=O)[O-])c(C(=O)N2CCOCC2)n1	-1	i	3	i	i	i	i	-7	i	-0.6	-12
25	CC(NC(=O)c1ccccc1SCC(=O)N1CCCC1)c1ccccc1 (stereo not drawn)	15	i	nt	i	i	i	i	-4	i	-0.5	nt
26	O=C(COC(=O)c1ccc(S(=O)(=O)Nc2ccccc2)cc1)NCCC1=CCCCC1	-9	i	5	i	i	i	i	-2	i	0.1	-16
27	COc1ccc2[nH]c(=O)c(CN(C(=O)C3CCCO3)c3ccc(C)c(C)c3)cc2c1 (stereo not drawn)	-5	i	8	i	i	i	i	1	i	-0.3	-12
28	CCCCC(CC)c1nnc(NC(=O)c2cccs2)s1 (stereo not drawn)	0	nt	4	i	-9*	i	i	19	i	1.5	-5
29	COc1ccc(OC)c(NC(=O)COC(=O)c2ccc(S(=O)(=O)N3CCOCC3)cc2)c1	-30	i	-8	i	i	i	i	-4	i	-0.1	-37
30	N=C1/C(=C\c2ccc(-c3cccc(C(=O)O)c3)o2)C(=O)N=C2SC=C(c3ccccc3)N12	-2	i	-10	i	i	i	i	79*	i	0.2	-39
31	CCn1c(SCC(=O)N2CC(C)OC(C)C2)nc2c([nH]c3ccccc32)c1=O (stereo not drawn)	2	i	1	i	i	i	i	?	i	0.2	-10
32	CCOC(=O)c1ccccc1NC(=S)N1CCN(C2CCCCC2)CC1	-1	i	-7	i	i	i	i	3	i	nt	-12
33	CCOC(=O)c1cnc2cc(C)nn2c1-c1ccccc1	36	i	-4	i	i	i	i	13	i	-0.2	-8
34	COc1ccccc1NS(=O)(=O)c1cc(NC(=O)c2cc[n+]([O-])cc2)ccc1N1CCCC1	7	i	3	i	i	i	i	2	i	-0.1	0
35	CC(C)CN(C(=O)COC(=O)c1cnccn1)c1c(N)n(Cc2ccccc2)c(=O)[nH]c1=O	13	i	nt	i	i	i	i	6	i	-0.4	nt
36	CC(=O)c1c(C)nc2sc3c(=N)n(N)cnc3c2c1-c1ccc(Cl)cc1	-25	i	9	i	i	i	i	7	i	0.6	-4
37	Cc1ccc(N2C(=O)CSC2c2cccnc2)c(Cl)c1 (stereo not drawn)	7	i	7	i	i	i	i	-13	i	1.1	-4
38	COC(=O)/C(=C/Nc1ccccc1)[N+](=O)[O-]	4	i	-4	i	i	i	i	-1	i	nt	-35
39	CCCOC(=O)c1ccc(Cl)c(NC(=O)c2cccnc2)c1	14	i	3	i	i	i	i	-3	i	0.2	-15
40	CCn1nc(NC(=O)CC(C)C)c2cc3ccc(C)cc3nc21	19	i	11	i	i	i	i	1	i	-9.6	-13
41	CCc1ccc(C2CC(=O)N(c3ccc(F)cc3)C3=C2C(=O)OC3)cc1 (stereo not drawn)	12	i	-7	i	i	i	i	4	i	-0.3	-16
42	CC1(C)CC(=O)C(N=Nc2ccc(S(=O)(=O)N3CCOCC3)cc2)=C(O)C1	-2	i	3	i	i	i	i	0	i	1.3	-17
43	CCCCN1C(=O)c2cccc3cc(O)cc(c23)C1=O	26	i	nt	i	i	i	i	21	i	-0.9	nt
44	COc1ccc(-c2csc3ncnc(N4CCN(c5ccccc5OC)CC4)c23)cc1	21	i	2	i	i	i	i	36	i	-0.6	-10
45	CCOC(=O)N1CCC(NC(=O)c2cc(S(=O)(=O)NCCc3ccccc3)ccc2F)CC1	8	i	-1	i	i	i	i	-2	i	-0.4	11
46	O=C(Nc1ccc(O)c2c(=O)cc(-c3ccccc3Cl)oc12)c1cccs1	-1	i	nt	i	i	i	i	-5	i	0.2	nt
47	CCCc1[nH]nc2c1C1(C(=O)N(C(C)C)c3ccccc31)C(C#N)=C(N)O2 (stereo not drawn)	19	i	1	i	i	i	i	1	i	0.0	-15
48	Cc1ccc(C(=O)Nc2sc(C(=O)N(C)C)c(C)c2C#N)cc1	-22	i	6	i	i	i	i	0	i	-0.5	-6
49	COc1cc2ncnc(NCc3ccc(C)o3)c2cc1OC	14	i	10	i	i	i	i	-1	i	-0.6	-9
50	COc1ccc(NC(=S)N2CCCC2)cc1OC	8	i	-2	i	i	i	i	3	i	0.7	-14
51	c1ccc(-c2nnc(CSc3nc4ccccc4[nH]3)o2)cc1	16	i	6	i	i	i	i	0	i	0.2	-9
52	O=c1c2oc3ccccc3c2[nH]c(=S)n1-c1ccccc1	-57	i	4	i	i	i	i	-2	i	0.2	1
53	COc1ccc(N(C(=O)Cc2cccs2)C2C=CS(=O)(=O)C2)cc1 (stereo not drawn)	15	i	3	i	i	i	i	3	i	-0.4	-22
54	CCOC(=O)NC(=O)/C(C#N)=N\Nc1cccc(Cl)c1	4	i	0	i	i	i	i	8	i	-0.1	-22
55	COc1cccc(N2CCN(C3CC(=O)N(c4ccc(F)c(Cl)c4)C3=O)CC2)c1 (stereo not drawn)	-7	i	-3	i	i	i	i	7	i	2.4	-1
56	CNS(=O)(=O)c1ccc(C)cc1	22	i	0	i	i	i	i	-3	i	0.7	-17
57	CC(C)C(NC(N)=O)C(=O)NC1CCCCC1 (stereo not drawn)	-16	i	6	i	i	i	i	0	i	0.1	0
58	COc1ccccc1Oc1ncnc2sccc12	0	i	-2	i	i	i	i	1	i	-0.3	-3
59	Cc1ccc(C)c(N2CN(Cc3ccco3)CNC2=S)c1	7	i	-3	i	i	i	i	-2	i	0.1	25
60	CN1C(=O)C(=O)/C(=C(/O)c2ccc(Br)cc2)C1c1ccc(Cl)cc1 (stereo not drawn)	2	i	5	i	i	i	i	11	i	-0.8	-17
61	COc1ccc(/C=N/Nc2nc3ccccc3[nH]2)c(OC)c1OC	-109	i	0	i	i	i	i	2	i	2.1	-90

Record cards (already shown). Values in the order: aSyn 5UTR inh, MrgX1 antag, IEC-6 cytotox, TRPC6 inhibitor, TRPC4 inh, TRPC6 activator, TRPC4 act, SKKanGAS inh, TRPC4 PAM, HIF activator, KLF5 inhibitor
Entry for COc1ccc(/C=N/Nc2nc3ccccc3[nH]2)c(OC)c1OC : -109, i, 0, i, i, i, i, 2, i, 2.1, -90
Entry for CCOc1ccc(CCNC(=O)COC(=O)CNS(=O)(=O)c2ccc(NC(C)=O)cc2)cc1OCC : 20, i, nt, i, i, i, i, 6, i, -0.8, nt
Entry for Cc1ccnc(NC(=O)Nc2ccc(Br)cc2Cl)c1 : -28, i, -3, i, i, i, i, -9, i, 0.8, -34
Entry for COc1ccc(Cl)cc1NC(=O)CSc1ncnc2c1oc1ccccc12 : 4, i, 4, i, i, i, i, -3, i, -0.1, -10

Assay outcomes from PubChem BioAssay.
